PAD4 FP inh = human PAD4 inhibitors, primary screen, biochemical, fluorescence polarization, 1536-well format. Protein-arginine deiminase type-4 (Homo sapiens), Q9UM07. recombinant PAD4, RCA probe fluorescence polarization. inhibition, % at 6.36 µM. actives 0.41% (n = 330,000). AID 485272, 2010;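 active means percent inhibition above a cutoff equal to the mean of all tested compounds plus 3 SD, cut at about 15% in these data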;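 further: 0% = PAD4 with RCA probe and DMSO and 100% = probe without PAD4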
LYPLA2 counter = LYPLA2 inhibitors, primary screen, counter-screen for PME1 inhibitor project, biochemical, fluorescence polarization, FP-Rh probe ABPP | Acyl-protein thioesterase 2 (Homo sapiens), O95372 | recombinant LYPLA2 | inhibition, % at 5.9 µM | actives 0.38% (n = 320,000);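 active means inhibition above the screen-wide mean plus 3 SD, limit set per campaign, cut at about 26% in these data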;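 further: 0% = LYPLA2 with DMSO and 100% = wells lacking LYPLA2 enzyme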
Target sequence (O95372 whole entry, looked up): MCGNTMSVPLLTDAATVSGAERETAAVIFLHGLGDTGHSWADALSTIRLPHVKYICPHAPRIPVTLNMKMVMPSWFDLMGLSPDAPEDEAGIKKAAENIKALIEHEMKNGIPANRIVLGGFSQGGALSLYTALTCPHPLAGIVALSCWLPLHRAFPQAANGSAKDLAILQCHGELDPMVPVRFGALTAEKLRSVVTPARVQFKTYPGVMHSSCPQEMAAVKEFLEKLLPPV
GSTO1 counter = inhibitors of recombinant GSTO1, primary screen, counter-screen for RBBP9 inhibitor project, biochemical, fluorescence polarization. Glutathione S-transferase omega-1 (Homo sapiens), P78417. activity-based probe fluorescence polarization. inhibition, % at 5.96 µM. actives 1.1% (n = 300,000);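 active means inhibition above the campaign mean inhibition plus 3 SD, cut at about 35% in these data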;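 further: 0% = GSTO1-1 with DMSO and 100% = wells lacking GSTO1-1 enzyme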
pPAFAH inh = pPAFAH enzyme inhibitors, primary screen, biochemical, fluorescence polarization, human; Platelet-activating factor acetylhydrolase (Homo sapiens), Q13093; inhibition, % at 3.39 µM; recombinant pPAFAH, FP-rhodamine probe fluorescence polarization; actives 1.5% (n = 330,000);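 active means inhibition above the mean inhibition across the screen plus 3 SD, cut at about 25% in these data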;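 further: inhibitors block binding of the rhodamine activity-based probe so polarization drops; 0% = enzyme with DMSO and 100% = wells lacking pPAFAH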
LYPLA1 inh = LYPLA1 inhibitors, primary screen, counter-screen for PME1 inhibitor project, biochemical, fluorescence polarization, FP-Rh probe ABPP; Acyl-protein thioesterase 1 (Homo sapiens), O75608; recombinant LYPLA1; inhibition, % at 5.9 µM; actives 0.16% (n = 320,000); AID 2174, 2009;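 active means inhibition above the mean of all tested compounds plus 3 SD, set per campaign, cut at about 14% in these data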;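 further: inhibitors block serine hydrolase probe labeling of LYPLA1 so polarization falls; 0% = enzyme with DMSO and 100% = wells lacking LYPLA1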
PAFAH1B3 inh = PAFAH1B3 enzyme inhibitors, primary screen, biochemical, fluorescence polarization, human | AID 492972, 2010 | recombinant PAFAH1B3, FP-rhodamine probe | inhibition, % at 3.39 µM | actives 0.28% (n = 340,000);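 active means inhibition above the screen-wide average of all tested compounds plus 3 SD, cut at about 25% in these data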;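 further: 0% = enzyme with DMSO only and 100% = wells lacking PAFAH1B3 protein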
PREPL inh = PREPL enzyme inhibitors, primary screen, biochemical, fluorescence polarization; Prolyl endopeptidase-like (Homo sapiens), Q4J6C6; recombinant PREPL, fluorescence polarization activity-based probe; inhibition, % at 5.96 µM; actives 0.68% (n = 320,000); AID 2751, 2010; in the data active means inhibition above about 43%;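 further: 0% = enzyme with DMSO and 100% = wells lacking enzyme; many of its hits are not listed in these tables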
Target sequence (Q4J6C6 whole entry, looked up): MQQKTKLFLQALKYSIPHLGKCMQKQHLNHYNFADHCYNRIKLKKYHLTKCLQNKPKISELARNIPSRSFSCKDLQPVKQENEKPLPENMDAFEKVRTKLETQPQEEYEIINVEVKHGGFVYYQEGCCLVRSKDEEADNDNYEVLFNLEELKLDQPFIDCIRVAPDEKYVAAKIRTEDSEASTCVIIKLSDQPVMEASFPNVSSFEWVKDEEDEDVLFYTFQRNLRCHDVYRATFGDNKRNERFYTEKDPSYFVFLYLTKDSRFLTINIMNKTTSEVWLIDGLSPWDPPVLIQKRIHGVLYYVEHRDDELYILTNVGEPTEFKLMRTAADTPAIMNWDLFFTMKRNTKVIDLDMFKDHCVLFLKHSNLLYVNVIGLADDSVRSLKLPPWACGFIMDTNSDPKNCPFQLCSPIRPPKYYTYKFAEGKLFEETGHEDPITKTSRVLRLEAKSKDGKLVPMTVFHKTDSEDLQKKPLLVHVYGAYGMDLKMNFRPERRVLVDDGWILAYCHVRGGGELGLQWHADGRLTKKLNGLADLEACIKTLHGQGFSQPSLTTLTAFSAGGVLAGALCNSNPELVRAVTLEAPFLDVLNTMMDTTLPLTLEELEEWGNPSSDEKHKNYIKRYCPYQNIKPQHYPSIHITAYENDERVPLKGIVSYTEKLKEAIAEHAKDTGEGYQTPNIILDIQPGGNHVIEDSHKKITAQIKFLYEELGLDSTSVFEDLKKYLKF
PAFAH1B2 FP inh = PAFAH1B2 enzyme inhibitors, primary screen, biochemical, fluorescence polarization, human; Platelet-activating factor acetylhydrolase IB subunit alpha2 (Homo sapiens), P68402; recombinant PAFAH1B2, FP-rhodamine activity probe; inhibition, % at 3.39 µM; actives 1.2% (n = 340,000); AID 492953, 2010;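 active means inhibition above the mean of all tested compounds plus 3 SD, cut at about 24% in these data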;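 further: 0% = enzyme with DMSO and 100% = wells lacking PAFAH1B2; many of its hits are not listed in these tables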
PME-1 inh = PME-1 inhibitors via competitive probe labeling, primary screen, biochemical, fluorescence polarization, FP-Rh probe, HTS. Protein phosphatase methylesterase 1 (Homo sapiens), Q9Y570. recombinant PME-1. inhibition, % at 5.9 µM. actives 0.53% (n = 320,000). AID 2130, 2009;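 active means inhibition above the campaign mean of all compounds plus 3 SD, cut at about 26% in these data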;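 further: competitive labeling of PME-1 active site by serine hydrolase directed probe; 0% = PME-1 with DMSO and 100% = wells lacking PME-1 enzyme; inhibitors block probe labeling so polarization falls and inhibition rises; many of its hits are not listed in these tables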
Active calls of the source: *; · = not tested or not shown.

SMILES	PAD4 FP inh	LYPLA2 counter	GSTO1 counter	pPAFAH inh	LYPLA1 inh	PAFAH1B3 inh	PREPL inh	PAFAH1B2 FP inh	PME-1 inh
CCOc1ccc(NC(=O)CCNS(=O)(=O)c2ccc3c(c2)oc(=O)n3C)cc1	0	2	5	1	1	3	1	-3	-6
COCCNC(=O)CCn1c(=O)oc2ccccc21	-3	1	5	8	1	-2	-1	3	-1
CCOC(=O)c1c(C)[nH]c(C)c1C(=O)CSc1nnc(N)s1	2	4	-2	2	-2	-1	-2	6	0
CC(=O)Nc1cc2c(cc1NC(=O)Cn1nc(-c3ccccc3F)ccc1=O)OCCO2	-3	6	-1	3	4	1	-1	3	5
COc1cc(OC)c(C(=O)Nc2cc(Cl)ccc2-n2cncn2)cc1OC	-5	-4	-19	-2	-4	0	-15	1	1
Cc1c(Cl)cccc1NC(=S)NC1CCN(Cc2ccccc2)CC1	0	0	1	-3	-1	10	-2	5	-2
N=C1C(c2ccccc2)=C(O)CN1c1cccc(O)c1	-3	4	-3	0	0	6	4	1	0
Brc1ccc(OCc2nnc(SCC3CCCCC3)o2)cc1	0	-3	0	1	0	3	9	5	2
O=C(c1ccccc1NS(=O)(=O)c1ccc(F)cc1)N1CCc2ccccc21	-5	-1	4	-1	0	8	-3	9	7
CN(Cc1ccccc1)C(=O)CCn1c(=O)c2cccn2c2cccnc21	-6	-3	3	4	-5	1	-6	2	-7
O=C(CSCc1ccccc1Br)N/N=C/c1ccc(OCC(=O)N2CCCCC2)cc1	3	3	-5	1	2	11	-18	-7	-1
COc1ccc(CN2CCNC(=O)C2CC(=O)NCCCn2nnc3ccccc32)cc1C (centres undefined)	2	3	7	8	1	2	-1	3	0
CN1CCN(CCCNC(=O)c2ccc(NC(=O)C3=CSCCO3)cc2)CC1	0	-3	-2	-1	1	6	3	4	11
CC(CCC(=O)O)C1CCC2C3C(O)CC4CC(O)CCC4(C)C3CC(O)C12C (centres undefined)	1	3	9	3	1	7	2	0	0
O=[N+]([O-])c1ccc(N2CCN(c3ccccc3Cl)CC2)cn1	1	7	4	-4	-4	11	27	9	-2
O=C(Nc1cc(S(=O)(=O)N2CCCCC2)ccc1N1CCCCC1)c1ccncc1	3	1	4	-5	-1	-2	-2	2	1
CCOC(=O)c1ccc(Nc2cc(C)nc3ncnn23)cc1	-1	0	2	4	-1	6	2	3	1
CSc1ncccc1C(=O)OCC(=O)N1CC2(C)CC1CC(C)(C)C2 (centres undefined)	2	·	·	3	·	8	14	16	·
c1ccc(-c2nnc3sc(-c4ccncc4)nn23)cc1	-4	4	-7	6	-2	8	6	2	0
CCOC(=O)CSC1=Nc2ccccc2C2=NC(CC(=O)NCc3ccc4c(c3)OCO4)C(=O)N12 (centres undefined)	-3	1	12	7	1	-2	6	1	-8
CCOc1ccc(CCNC(=O)c2cccc(S(=O)(=O)N3CCN(C(C)=O)CC3)c2)cc1OCC	-3	-4	1	0	-2	3	2	0	3
COc1ccc(NC(=S)NNC(=O)c2ccc(S(=O)(=O)N3CCOCC3)cc2)cc1	-4	4	3	-2	-4	-2	-10	2	-2
O=[N+]([O-])c1cccc(-n2nnnc2CNCc2ccccc2)c1	-2	-3	3	3	1	2	12	0	-2
CC(C)CN(C(=O)c1cccc(Cl)c1)c1c(N)n(CC(C)C)c(=O)[nH]c1=O	5	0	10	0	1	2	-5	8	-1
O=C(NC(c1ccccc1)c1c(O)ccc2ccccc12)c1ccccc1Cl (centres undefined)	-4	-25	-2	-9	-15	5	6	-1	-10
Cc1ccc(C)c(OCCCN2CCc3ccccc3C2)c1	-9	3	-5	-1	-1	12	-22	4	-4
O=C(CSc1nnc(NC(=O)C2CC2)s1)NCc1cccs1	-1	2	8	5	-4	12	1	6	-2
Cc1ccc(NC(=O)c2nc[nH]c2C(=O)NCCCCCNC(=O)OC(C)(C)C)cc1	4	-14	·	2	-7	2	16	-4	-7
CCN(CC)CCN(Cc1cc2cccc(C)c2[nH]c1=O)C(=S)Nc1ccccc1	-6	0	0	1	1	4	11	5	1
CC(=O)Nc1ccc(NS(=O)(=O)c2ccc3c(c2)n(C)c(=O)n3C)cc1	-1	-2	0	2	-3	3	0	-1	-4
CC(C)Cc1nc2n[nH]c(N)c2c2c1COC(C)(C)C2	1	-7	1	7	0	6	-1	0	-4
COc1cc([N+](=O)[O-])ccc1NC(=O)COC(=O)c1ccc(NC(N)=O)cc1	3	-13	3	2	-8	0	1	0	-25
CN(C(=O)Nc1ccccc1)C1CCS(=O)(=O)C1 (centres undefined)	0	-2	11	2	-2	2	-3	-1	-9
N#Cc1cccc(NC(=O)COc2ccc(-n3ccnc3)cc2)c1	1	3	-1	6	-1	-3	0	7	-12
Cc1ccc(S(=O)(=O)N2CCCCCC2)cc1[N+](=O)[O-]	-3	2	-1	2	0	11	10	8	3
COc1ccc2oc(C(=O)C3CC3)c(N)c2c1	4	7	1	2	0	12	-1	1	-3
Clc1ccc(C2=Nn3c(nnc3-c3n[nH]c4c3CCC4)SC2)cc1Cl	-4	-12	-10	11	-19	4	9	1	0
CCOc1ccc(CNC(=S)N/N=C/c2cccnc2)cc1	-1	3	-4	4	-2	5	-4	4	-4
Cc1ccc(S(=O)(=O)Nc2c(C)n(C)n(-c3ccccc3)c2=O)cc1C(=O)NCc1ccccn1	2	3	-3	-6	4	2	13	4	3
Cc1ccc(S(=O)(=O)c2ccc(-n3nc(C)cc3N)cc2)cc1	3	1	0	3	3	·	3	·	0
Cc1cnc(NC(=O)C2C(=O)c3ccccc3S(=O)(=O)N2C)s1 (centres undefined)	-3	·	·	7	·	6	14	5	·
O=C(COC(=O)c1ccc[nH]c1=O)NCCCc1ccccc1	1	0	·	2	3	-7	0	4	-4
CCOc1ccc(C2C(C(=O)O)CCC(=O)N2C2CCCCC2)cc1 (centres undefined)	-2	-1	0	-4	-3	4	-6	-1	0
O=C(Nc1ccccc1)Nc1nnc(Cc2ccc([N+](=O)[O-])cc2)s1	-2	-6	-4	-4	-7	3	-17	-3	-12
COC(=O)c1sccc1NC(=O)CSc1ccc(Cl)cc1	2	-1	-1	8	3	-12	-9	29*	1
NS(=O)(=O)c1cccc(NC(=O)COC(=O)c2ccccc2SCC(=O)N2CCCC2)c1	-2	·	·	3	·	17	-6	1	·
NC(=O)c1ccc2c(c1)OCCO2	0	7	13	-1	2	13	8	-3	2
CCCCNC(=S)Nc1ccc(C(F)(F)F)cc1	-6	-2	3	-6	0	1	18	4	0
Cc1ccc2nsnc2c1S(=O)(=O)Nc1cccc2nsnc12	-5	4	19	6	4	3	-3	7	3
Oc1ccc2n[nH]nc2c1	-7	4	1	3	-2	9	4	5	-3
Cn1c(SCC(=O)N2CCOCC2)nnc1-c1cccc(NC(=O)c2ccccc2)c1	-3	-3	-5	0	0	-3	20	2	-7
CC(=O)c1c(C)[nH]c(C(=O)NCc2ccccc2F)c1C	-3	13	0	0	-20	5	2	0	0
Cc1ccccc1C(=O)c1c[nH]c(C(=O)NCc2ccco2)c1	-7	-3	-7	4	1	-1	3	5	4
CCC(=O)c1ccc(OCC(=O)c2ccc3c(c2)NC(=O)CO3)cc1	0	12	-2	1	-2	2	0	0	-9
CCOC(=O)CSc1nnc(CNc2ccc(Cl)cc2)n1Cc1ccccc1	0	13	2	7	2	7	6	10	2
Cc1ccc2occ(C3NC(C(=O)O)CS3)c(=O)c2c1 (centres undefined)	-9	2	29	8	-6	-2	6	0	-6
O=C(CSc1nc2ccc(S(=O)(=O)N3CCOCC3)cc2[nH]1)N1CCOCC1	2	-8	-1	0	-2	3	25	-2	5
Cc1cc(C)n(-c2ccc(C(=O)N3CCN(c4ccccn4)CC3)cc2)n1	1	-1	·	0	-1	1	3	3	1
Cc1ccc2c(COC(=O)c3ccccc3F)cc(=O)oc2c1	7	0	5	7	1	7	5	0	0
O=C(Nc1ccccc1)c1cccc(C(F)(F)F)c1	3	7	-4	0	-1	10	11	5	-1
Other compounds:
SMILES	PAD4 FP inh	LYPLA2 counter	GSTO1 counter	pPAFAH inh	LYPLA1 inh	PAFAH1B3 inh	PREPL inh	PAFAH1B2 FP inh	PME-1 inh
CCOC(=O)C(=O)Nc1ccc(S(=O)(=O)Nc2nccs2)cc1	-1	2	1	9	1	11	-1	-4	3
O=C(O)c1ccc(COCC(F)(F)C(F)F)o1	0	-6	-6	-1	-2	7	-1	7	5
CC(OC(=O)c1ccc(Cl)cc1)C(=O)NCc1ccc2c(c1)OCO2 (centres undefined)	0	-4	·	54*	-5	7	-19	5	3
O=C(Cn1nc(-c2ccccc2)ccc1=O)N1CCOCC1	-3	-4	-1	-4	-1	3	11	6	4
O=C1N[C@@H](Cc2ccccc2)COC(=O)[C@H](Cc2ccc(F)cc2)CC/C=C/C[C@H]1CC(=O)N(CCO)Cc1ccccc1	0	·	·	2	·	2	23	13	·
C=CCn1c(CC(=O)Nc2cccc(OC)c2)nnc1SCC(=O)NC1CCCCC1	-3	-1	-5	1	2	-6	17	3	-1
COCCCNC(=O)COc1cc(C)c(Cl)c(C)c1	-3	3	1	1	0	10	1	4	-2
O=C1/C(=C/c2ccncc2)Oc2cc(OS(=O)(=O)c3ccccc3)ccc21	0	-3	-2	2	-2	0	-1	13	-3
CCCN1CCC(=O)N(CCSc2ccc(NC(C)=O)cc2)CC1	-1	-4	2	0	-1	4	1	0	-2
COCC(C)n1c(C)cc(C(=O)COC(=O)c2nn(C)c(=O)c3ccccc23)c1C (centres undefined)	-1	·	·	1	·	18	5	3	·
O=C(O)c1ccccc1/C=N/NC(=O)C1CCCCC1	-8	7	-1	1	6	11	13	-2	-9
CON(C)C(=O)c1ccccc1N(C)C(=O)OC(C)(C)C	-2	·	·	5	·	-6	8	-2	·
O=C(O)c1ccc(Cn2cnc3sc4c(c3c2=O)CCCC4)cc1	2	1	-2	6	4	2	2	4	-2
Cc1nnc(N/N=C/C(C)c2ccccc2)[nH]c1=O (centres undefined)	3	-5	-5	-3	-2	7	-3	11	-5
COc1cc2c(cc1NC(=O)COC(=O)c1ccccc1)oc1ccccc12	3	-2	-2	9	3	·	7	·	4
CCN1Cc2cc(OC)ccc2-c2ccccc2S1(=O)=O	-11	·	·	-9	·	8	·	2	·
O=C(NC1CCCC1)C(c1ccccn1)N(C(=O)c1csnn1)C1CC1 (centres undefined)	-1	1	-6	0	3	8	15	-2	5
CN(C)c1ccc(NC(=O)COC(=O)c2cc(Cl)ccc2[N+](=O)[O-])cc1	0	-1	8	6	-1	11	14	4	2
CCN(CC)CCNC(=O)c1ccc2c(=O)n(CCc3ccccc3)c(=O)[nH]c2c1	-3	-3	-1	1	-3	4	9	-4	-3

An excerpt (hit frequency here may not be typical).
